Assay outcomes as filed in PubChem.
USP2a inh – qHTS Assay for Inhibitors of Ubiquitin-specific Protease USP2a Using CHOP2 as the Reporter; hit rate 0.01% among 330,000; USP2 core, Ub-CHOP2 coupled fluorogenic reporter, 485/531; AID 463254, 2010; Potency, µM (top dose mostly 38.3 µM), without a hit: at the highest dose activity change, negative = inhibition, actives largely listed as inhibitors;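 also: potency is read from the fitted curve at half-maximal effect; plate controls were DMSO wells for no effect and full inhibition by NEM control for full effect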
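Deubiquitinase activity read as fluorescence (485/531 nm) after Ub-CHOP2 cleavage activates the enterokinase reporter on its substrate; USP2 core 10nM, Ub-CHOP2 and substrate 25nM each, 30min compound preincubation then 60min RT; data normalized to NEM, curves fitted.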
Menin-MLL TR inh – qHTS Assay for Inhibitors Targeting the Menin-MLL Interaction in MLL Related Leukemias: Competition With Texas Red Labeled MLL-derived Mutant Peptide. O00255. Menin + Texas Red MLL mutant peptide, fluorescence polarization. Potency, µM (highest dose often 61.6 µM), for the others: at the highest dose FP activity change, negative = inhibition, hits mostly inhibitors. hit rate 0.23% among 270,000. AID 1768, 2009; active = well fitted inhibition curve with a large enough effect in the polarisation, with a control signal flat, not every such curve was filed as active; inconclusive = small, poorly fitted or top-dose-only effect, or effect the other way, or a change in a side signal; inactive = no such curve, though single readings can be large or run the other way; the % refers to the polarisation; also: potency is read from the fitted curve at half-maximal effect; % of control where 0% means no effect; many of its hits are not listed in these tables
KCNH2 3.1 block – qHTS for Inhibitors of KCHN2 3.1: Mutant qHTS; U2OS KCNH2 3.1, thallium flux FluxOr; hits give low values; activity change, % (tested at about 1.8 µM); hit rate 0.95% among 340,000; AID 720553, 2013;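 active = maximum activity change below -70%; inconclusive = maximum activity change from -70% to -50%; inactive = maximum activity change above -50%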;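 also: thallium influx rate constant from kinetic fluorescence after stimulation buffer; % is scaled to controls: 0 for no effect and ±100 for the full control effect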
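Steps: virus added to U2OS suspension (4 h, RT, dark); medium with 10% FBS added, cells plated, 37 C overnight; FluxOr/Red40 loading buffer 45 min RT; stimulation buffer, 2 min kinetic read; rate constant normalized.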
CXXC DNA block – qHTS Fluorescence Polarization Assay for Inhibitors of MLL CXXC domain - DNA interaction | Histone-lysine N-methyltransferase 2A (Homo sapiens), Q03164 | MLL-CXXC / FITC-HOXA9 DNA fluorescence polarization | Potency, µM (top dose mostly 115 µM), without a hit: top-dose activity change, negative = inhibition, usual class: inhibitors | hit rate 0.037% among 290,000 | AID 2662, 2010; active = well fitted inhibition curve with a large enough effect in the polarisation, with a control signal flat, not every such curve was filed as active; inconclusive = small, poorly fitted or top-dose-only effect, or effect the other way, or a change in a side signal; inactive = no such curve, though single readings can be large or run the other way; the % refers to the polarisation; also: potency is read from the fitted curve at half-maximal effect
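Purified MLL-CXXC (added from a 7 uM solution) was preincubated 5 min at ambient with pinned compounds in 50 mM Tris-HCl pH 7.5, 50 mM NaCl, 1 mM DTT, 0.05% BSA. Fluorescein-labeled HOX-A9 DNA (50 nM solution) followed, 30 min, then polarization read.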
GALK inh – qHTS Assay for Inhibitors of Human Galactokinase (GALK); P51570; AID 1868, 2009; Potency, µM (series often up to 57.5 µM), without a hit: at the highest dose activity change, negative = inhibition, most hits filed as inhibitors; Purified GALK, Kinase-Glo residual ATP luminescence; hit rate 0.007% among 270,000; also: potency is read from the fitted curve at half-maximal effect; % is scaled to controls: 0 for no effect and ±100 for the full control effect
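The enzyme phosphorylates galactose (100 uM) using ATP (35 uM); inhibition is detected as higher residual ATP, quantified by bioluminescence after 1 h reaction at room temperature, pH 8.0.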
B2AR arrestin – qHTS assay of beta-arrestin-biased ligands of beta2-adrenergic receptor; Beta-2 adrenergic receptor (Homo sapiens), P07550; beta-arrestin recruitment to beta2AR, cell-based reporter; Potency, µM (titrated, usually from 46.1 µM), without a hit: top-dose activation, hits mostly activators; hit rate 0.02% among 330,000;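 also: potency is read from the fitted curve at half-maximal effect; 0% = DMSO controls and full agonism = EC100 isoproterenol or metaproterenol; nearly all actives have a fitted effect of over 65% in size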
Target sequence (P07550 whole entry, looked up): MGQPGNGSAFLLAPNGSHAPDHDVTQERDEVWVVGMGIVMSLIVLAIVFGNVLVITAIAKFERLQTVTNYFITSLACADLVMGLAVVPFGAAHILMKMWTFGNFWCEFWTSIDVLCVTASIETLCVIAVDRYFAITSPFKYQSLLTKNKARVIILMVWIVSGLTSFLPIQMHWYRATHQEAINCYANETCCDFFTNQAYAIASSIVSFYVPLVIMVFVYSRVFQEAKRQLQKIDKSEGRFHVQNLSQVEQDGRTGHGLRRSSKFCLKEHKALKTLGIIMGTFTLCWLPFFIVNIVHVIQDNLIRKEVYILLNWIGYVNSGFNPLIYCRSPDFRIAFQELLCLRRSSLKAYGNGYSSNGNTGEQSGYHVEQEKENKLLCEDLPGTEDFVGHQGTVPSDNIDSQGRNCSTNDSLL
FBPA coupling cs – qHTS Assay for Inhibitors of Fructose-1,6-bisphosphate Aldolase from Giardia Lamblia: Coupling assay counterscreen | coupling enzyme system counterscreen, AmpLite Red fluorescence | activity change, negative = inhibition, % at 58.2 µM, hits read low | hit rate 0.67% among 290,000; in the data active = activity change below about -30%; also: % is scaled to controls: 0 for no effect and ±100 for the full control effect
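Final compound at 57.5 uM, incubated 10 min at RT with coupling enzyme reagent (glyceraldehyde-3-phosphate), then 20 min with substrate and AmpLite Red detection. Fluorescence read at 525/598 nm; tests interference with the coupling assay, not aldolase inhibition.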
Giardia kill – Small Molecules that selectively kill Giardia lamblia: qHTS; AID 540267, 2011; Giardia lamblia trophozoite viability; hit rate 0.15% among 340,000; activity change, % at 7.66 µM, hits read low; in the data active = activity change below about -80%; inconclusive = between about -30% and that limit;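 also: parasites exposed to compound for two days anaerobically before the ATP read; % is scaled to controls: 0 for no effect and ±100 for the full control effect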
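Media and compound were dispensed first, then trophozoites at 100 cells/well; plates sat 48 hrs at 37 deg C without oxygen before ATP luminescence reagent was added and read after 15-30 min at room temperature.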
TRPV1 ag – HTS Assay for Compounds that Act as Agonists of the Vanilloid Receptor 1 | AID 540275, 2011 | Transient receptor potential cation channel subfamily V member 1 (Homo sapiens), Q8NER1 | TRPV1-expressing cells, Fluo-8 calcium influx, agonist mode | hit rate 0.19% among 320,000 | activation, % at 8.33 µM; in the data active = activation above about 80%; inconclusive = between about 30% and that limit; also: 0% is about no effect
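TRPV1-expressing cells were cultured overnight at 35.5C and loaded with Fluo-8 calcium dye for 40 to 90 min at room temperature. After a 10 s baseline, compound was added and calcium influx was read kinetically for 3 min (ex 480/em 520 nm).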
hERG WT inh – qHTS for Inhibitors of KCHN2 3.1: Wildtype qHTS; hit rate 0.37% among 340,000; activity change, % at 1.84 µM; Voltage-gated inwardly rectifying potassium channel KCNH2 (Homo sapiens), Q12809; U2OS, BacMam KCNH2, thallium flux FluxOr; hits give low values;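 active = maximum activity change below -70%; inconclusive = maximum activity change between -70% and -50%; inactive = maximum activity change above -50%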; also: % is scaled to controls: 0 for no effect and ±100 for the full control effect
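U2OS cells transduced with wild-type KCNH2 virus are loaded with FluxOr dye for 45 min, and thallium flux is measured in kinetic reads before and after stimulation buffer. Rate constants are normalized to DMSO controls.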
PKM2 activator – qHTS Assay for Activators of Human Muscle isoform 2 Pyruvate Kinase | purified PKM2, Kinase-Glo ATP luminescence, activation; response scale: 0% is enzyme alone, no compound | Potency, µM (top dose mostly 57.5 µM), inactives show top-dose activation, actives largely listed as activators | hit rate 0.34% among 260,000 | AID 1631, 2009; also: potency is read from the fitted curve at half-maximal effect; % is scaled to controls: 0 for no effect and ±100 for the full control effect; nearly all actives have a fitted effect of over 55% in size
Target sequence (P14618 whole entry, looked up, canonical isoform): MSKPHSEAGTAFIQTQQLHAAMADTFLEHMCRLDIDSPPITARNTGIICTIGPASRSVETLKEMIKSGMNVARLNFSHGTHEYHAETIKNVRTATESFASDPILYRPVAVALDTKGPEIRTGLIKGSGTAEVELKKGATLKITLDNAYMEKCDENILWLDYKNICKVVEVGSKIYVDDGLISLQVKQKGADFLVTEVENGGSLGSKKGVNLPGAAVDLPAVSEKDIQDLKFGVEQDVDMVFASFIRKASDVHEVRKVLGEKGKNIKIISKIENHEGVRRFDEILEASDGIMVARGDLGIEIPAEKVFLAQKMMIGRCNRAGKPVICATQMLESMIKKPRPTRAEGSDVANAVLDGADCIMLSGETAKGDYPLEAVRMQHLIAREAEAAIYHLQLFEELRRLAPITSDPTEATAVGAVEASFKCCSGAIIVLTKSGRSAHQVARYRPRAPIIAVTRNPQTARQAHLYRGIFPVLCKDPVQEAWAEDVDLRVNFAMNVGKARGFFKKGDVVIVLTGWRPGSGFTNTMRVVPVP
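ATP formation by purified human PK-M2, quantified via coupled luciferase luminescence after 1 h at room temperature with 0.1 mM ADP and 0.5 mM PEP final.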
An asterisk follows results filed as active; u = inconclusive; x = not tested or not shown; & = joins results of further samples; [ ] = another dose, or the depositor's remark. Unless noted, calls follow the shape of the dose curve; as a rule, active = well fitted curve in the direction sought with a large enough effect; inconclusive = small, poorly fitted or top-dose-only effect, or another doubt; inactive = no such curve, though single readings can be large; an effect the other way counts as inactive or inconclusive.

Compound	USP2a inh	Menin-MLL TR inh	KCNH2 3.1 block	CXXC DNA block	GALK inh	B2AR arrestin	FBPA coupling cs	Giardia kill	TRPV1 ag	hERG WT inh	PKM2 activator
Cc1ccc(C)c(S(=O)(=O)N2CCN(C(=O)Cn3cnc4c3c(=O)n(C)c(=O)n4C)CC2)c1	0.8%	x	-1.6	13.5%	-2.0%	-0.2%	x	-3.1	-0.8	11.9	-10.4%
Cc1nn(-c2ccccc2C(F)(F)F)c(=O)c2noc(C)c12	1.4%	x	-7.7	-2.3%	-0.2%	-0.5%	1.1	-12.8	x	-4.0	1.9%
Cc1ccc(NC(=O)CSCC(=O)Nc2cccc3ncccc23)cc1	0.3%	x	-5.8	x	x	0.0%	x	-13.5	-0.9	-1.3	x
O=C(NCCCn1ccnc1)NC(C(F)(F)F)C(F)(F)F	0.7%	-7.9%	4.5	-2.2%	0.6%	-0.3%	0.3	39.3[activator]	0.6	-15.0	-6.9%
Cc1ccc(N2CC(C(N)=O)CC2=O)cc1C (stereo not given)	2.6%	2.3%	-11.4	9.4%	1.5%	0.1%	2.0	2.4	0.0	-14.5	-2.0%
CC(C)[N+](C)(C)CC#CC(O)(c1ccccc1)c1ccccc1	4.1%	x	-4.4	20.5%	0.4%	-0.3%	2.9	9.3	-10.0	-2.3	0.4%
O=C1CC(=O)c2c1cccc2[N+](=O)[O-]	-0.3%	x	x	u	3.8%	0.4%	-16.0	x	-0.4	x	3.8%
O=C(Cc1ccccc1)NNS(=O)(=O)c1ccccc1[N+](=O)[O-]	1.7%	0.7%	-17.7	3.7%	6.8%	0.0%	-0.4	-4.2	-0.9	-4.7	12.5%
COc1ccc(C(=O)N(C)CC2CCN(CCc3cccc(C(F)(F)F)c3)CC2)cc1C	-0.4%	-14.6%	-20.7	-23.5%	-1.6%	0.1%	-1.8	-21.9	2.9	34.8	0.1%
CCOc1ccc(NC(=S)NC(=O)C2CCCC2)cc1	-0.8%	x	7.4	3.0%	-5.6%	u	x	3.9	6.2	24.8	0.0%
Cc1ccc(NS(=O)(=O)c2ccc3c(c2)C(=O)c2ccccc2C3=O)c(C)c1	-4.1%	31.3%[activator]	-4.2	4.4%	1.5%	-0.6%	-14.7	-23.1	-0.3	2.0	21.4%
CC(OC(=O)c1nn(C(C)C)c(=O)c2ccccc12)C(=O)Nc1ncc(Cl)cc1Cl (stereo not given)	4.1%	-7.7%	3.3	-0.3%	-0.4%	-0.3%	0.3	-11.4	7.4	5.1	2.6%
COc1ccc(N(C2=NCCCS2)S(=O)(=O)c2ccc(C(C)(C)C)cc2)cc1	-0.3%	-19.9%	2.5	-7.6%	-1.0%	0.0%	-0.8	21.9	0.6	-3.3	2.0%
COc1ccc2c(c1)C1NC(=S)NC(C)(O2)C1C(=O)Nc1ccc(Cl)cc1 (stereo not given)	3.6%	6.6%	26.4	9.8%	-1.4%	-0.8%	-0.4	-23.9	7.4	4.8	4.9%
O=C(Cc1ccc(Cl)cc1)NNc1c(F)c(F)cc(F)c1F	2.2%	17.9%	6.6	-0.1%	-3.3%	-0.4%	2.4	-14.9	16.8	11.7	2.1%
COc1cccc(NC(=O)c2nc(S(C)(=O)=O)ncc2Cl)c1	3.5%	38.7%[activator]	-18.0	1.2%	13.8%	0.0%	-0.8	-9.9	0.8	-21.0	12.5%
COc1ccccc1NS(=O)(=O)c1cccc(N=C2N=C(N)c3ccccc32)c1	1.1%	10.6%	-1.0	2.3%	x	-0.3%	1.7	u	-0.2	-12.5	-0.4%
CCCCCc1c(C)nc(N2CCc3ccccc32)[nH]c1=O	4.7%	-0.4%	14.4	-1.2%	-0.4%	0.0%	1.2	14.9	9.5	-1.0	4.1%
Cc1cc(C)n(-c2nc(-c3ccc(Cl)cc3)cs2)n1	3.4%	-5.8%	0.2	-2.4%	-0.5%	0.0%	2.1	-13.9	2.4	-4.5	2.0%
Cc1ccc(S(=O)(=O)N2CCN(C(=O)c3n[nH]c(=O)c4ccccc34)CC2)c(C)c1	-3.4%	x	3.6	x	x	0.3%	x	19.5	-12.8	0.5	x
Cn1cc(SCC(=O)NC2CCCCC2)c2ccccc21	-2.8%	x	-18.9	5.2%	-2.6%	-1.3%	x	2.6	4.9	-13.8	-0.9%
Cc1sc(NC(=S)NC(=O)c2cccs2)nc1-c1ccc(CC(C)C)cc1	0.3%	u	6.2	23.7%	-0.2%	0.3%	0.0	0.9	2.9	-18.0	5.5%
CN(c1ccccc1)S(=O)(=O)c1ccc(-c2ccccc2)cc1	-0.7%	3.1%	5.5	0.5%	-2.9%	-0.2%	-1.9	-5.9	5.8	-3.1	4.1%[11.5 µM]
COc1cccc(CNC(=O)CSCc2cnn(-c3ccccc3)c2-n2cccc2)c1	1.4%	x	-6.9	1.0%	-4.3%	0.3%	-0.2	9.3	u	-10.2	3.9%
CC(C)N1C(=O)c2ccccc2C1C(=O)NCCc1ccccc1 (stereo not given)	-1.2%	-12.0%	10.2	1.2%	1.8%	4.9%	2.6	9.3	2.3	4.3	x
Oc1ccc2ccccc2c1CN1CCN(C/C=C/c2ccccc2)CC1	-2.3%	-28.5%	-79.8*	31.9%[activator]	-0.3%	0.0%	-3.7	2.6	3.2	32.8	-0.3%[11.5 µM]
COc1cc(CN(C)CC(=O)c2[nH]c(C)c(C(C)=O)c2C)ccc1OC(F)F	0.4%	-3.0%	-10.4	2.4%	-2.6%	0.3%	-9.6	-8.3	-1.6	8.6	20.8%
Cc1nc(SCc2cccc(F)c2)c2oc3ccccc3c2n1	-0.5%	x	9.8	1.7%	0.2%	0.0%	-2.5	4.4	7.1	4.3	7.7%
Cc1ccc(S(=O)(=O)N(C)CC(=O)N/N=C/c2ccc(C)o2)cc1	0.2%	x	16.2	-3.7%	1.1%	-1.4%	-1.1	4.8	-7.6	3.6	u
CC(=O)Nc1ccc(S(=O)(=O)NCCOc2ccc(Cl)cc2C)cc1	-0.2%	u	-190.4*	-13.1%	-1.5%	-0.2%	-2.3	20.9	-1.4	-120.2*	4.5%

Next part:
Compound	USP2a inh	Menin-MLL TR inh	KCNH2 3.1 block	CXXC DNA block	GALK inh	B2AR arrestin	FBPA coupling cs	Giardia kill	TRPV1 ag	hERG WT inh	PKM2 activator
CC(C)(C)NC(=O)CC1C[C@H](C(=O)N2CCCCC2)[C@@]2(CCc3ccccc3)c3[nH]c4ccccc4c3CCN2C1=O (stereo not given in full)	3.8%	x	-1.5	x	x	-0.7%	x	-17.8	x	-1.3	x
O=C(Nc1nnc(C2=COCCO2)o1)c1ccc([N+](=O)[O-])s1	2.0%	u	3.5	0.2%	6.5%	0.2%	1.9	u	-0.8	-5.5	-0.9%
Cc1ccc(C(=O)Nc2cc(C(F)(F)F)ccc2N2CCCCC2)cc1[N+](=O)[O-]	0.3%	-24.4%	-12.8	-3.1%	0.6%	0.3%	-2.6	3.5	12.9	-0.4	-0.6%
COc1ccc(CCC(=O)Nc2ccc(S(=O)(=O)N3CCOCC3)cc2)cc1	-1.2%	13.4%	3.6	2.2%	-2.1%	0.0%	-0.8	-7.5	-1.6	-3.5	-10.2%
CCOC(=O)Cn1c(=O)oc2cc(S(=O)(=O)N3CCC(N4CCCCC4)CC3)ccc21	0.0%	5.6%	0.2	0.8%	2.1%	0.1%	1.5	21.1	0.4	-13.9	-1.4%
COc1cc(CO)c(OC)c([N+](=O)[O-])c1	-0.9%	13.4%&19.9%	5.8	4.4%	x	-0.7%	-1.1&0.6	-5.2&-6.5	-6.6	-28.0	-0.5%
O=C(NC(N1CCCC1)C(Cl)(Cl)Cl)c1ccccc1 (stereo not given)	3.1%	-6.5%	-4.3	6.2%	-1.3%	-0.6%	x	8.8	1.0	1.0	-1.4%

Not all compounds are listed. The share of hits here may be higher or lower than overall.
